Screening data as filed in PubChem.
PERK inh: blocks human PERK kinase | 220,000 compounds, 0.17% hits | inhibition, % at 5.6 µM | CHO PERK-DD fusion, SEAP luminescence translation reporter | AID 1416;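 active = inhibition above the mean inhibition of all tested compounds plus 3 SD, set separately per screening campaign, cut at about 2.9% in these data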;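 also: PERK kinase domain activated by AP20187 dimerizer at 100 nM; 0% = DMSO with dimerizer and 100% = rapamycin at 8.4 µM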
FXIIa inh: inhibitors of human coagulation factor XIIa. P00748. purified FXIIa, Boc-QGR-AMC fluorogenic substrate, 2 h. inhibition, % at 5 µM. 220,000 compounds, 0.3% hits; in the data active = inhibition above about 40%;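 also: 0% = enzyme with no compound and 100% = blank without enzyme; many of its hits are not listed in these tables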
Target sequence (P00748 20-372 limits assumed): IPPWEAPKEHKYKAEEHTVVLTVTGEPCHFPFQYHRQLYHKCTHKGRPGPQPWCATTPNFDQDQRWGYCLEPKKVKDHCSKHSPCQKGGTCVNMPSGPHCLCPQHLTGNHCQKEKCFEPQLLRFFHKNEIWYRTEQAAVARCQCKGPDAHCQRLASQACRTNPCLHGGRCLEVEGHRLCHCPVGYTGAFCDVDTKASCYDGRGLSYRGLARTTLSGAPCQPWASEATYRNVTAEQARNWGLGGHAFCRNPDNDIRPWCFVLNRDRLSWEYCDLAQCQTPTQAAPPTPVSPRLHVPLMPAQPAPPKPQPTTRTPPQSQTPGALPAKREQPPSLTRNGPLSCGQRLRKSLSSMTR
Target sequence (P00748 373-615 limits assumed): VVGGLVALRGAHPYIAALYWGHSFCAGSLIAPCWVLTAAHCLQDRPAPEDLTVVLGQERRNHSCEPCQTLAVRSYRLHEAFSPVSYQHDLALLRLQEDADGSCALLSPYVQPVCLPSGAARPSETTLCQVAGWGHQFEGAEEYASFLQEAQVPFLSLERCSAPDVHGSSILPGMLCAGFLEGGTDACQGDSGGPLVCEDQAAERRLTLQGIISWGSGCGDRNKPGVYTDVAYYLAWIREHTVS
thrombin 1536: inhibitors of human thrombin; alpha-thrombin, Boc-VPR-AMC fluorogenic substrate cleavage; 220,000 compounds, 0.26% hits; inhibition, % at 5 µM;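 active = inhibition at or above 40%; inactive = inhibition below 40%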;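 also: 0% = enzyme with no compound and 100% = wells without enzyme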
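Test system: human alpha-thrombin; medium: pH 7.5 Tris-saline with Tween 20; times: reaction at room temperature; signal: AMC fluorescence at 355 nm excitation and 460 nm emission; also added: Boc-VPR-AMC substrate, 15 µM final; dosing: one concentration per compound, 5 µM, with 0.2% DMSO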
p97 inhibitor: human p97 ATPase inhibition; P55072; AID 1481; 220,000 compounds, 0.42% hits; recombinant p97 ATPase, Kinase-Glo ATP luminescence, 3 h; inhibition, % at 8 µM; in the data active = inhibition above about 15%;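 also: 0% = DMSO vehicle and 100% = wells lacking enzyme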
Furin inh: human furin inhibition; P09958; purified furin, fluorogenic substrate cleavage; inhibition, % at 30 µM; 220,000 compounds, 0.061% hits; AID 463115; in the data active = inhibition above about 25%; also: inactives centre near -15
Cl transport mod: modulators of human KCC2 chloride dependent transport; Q9H2X9; KCC2 cells, thallium flux FluoZin-2 fluorescence; B-score of Tl+ flux slope (higher = more flux/activation; lower = inhibition) at 10 µM; 190,000 compounds, 2.2% hits; AID 1456;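 active = thallium flux slope and its plate-corrected score both differing from the plate sample mean at a set confidence after two filtering rounds, in either direction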;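 also: slope of fluorescence scaled to starting intensity during 10 to 20 s after thallium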
hK5 inh: kallikrein 5 (human) inhibition; 210,000 compounds, 0.59% hits; recombinant hK5, fluorogenic AMC substrate cleavage; inhibition, % at 5 µM; Q9Y337; AID 873;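 active = inhibition of 40% or more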;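 also: 0% = enzyme controls without compound and 100% = no-enzyme blanks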
Target sequence (Q9Y337 67-293 limits assumed): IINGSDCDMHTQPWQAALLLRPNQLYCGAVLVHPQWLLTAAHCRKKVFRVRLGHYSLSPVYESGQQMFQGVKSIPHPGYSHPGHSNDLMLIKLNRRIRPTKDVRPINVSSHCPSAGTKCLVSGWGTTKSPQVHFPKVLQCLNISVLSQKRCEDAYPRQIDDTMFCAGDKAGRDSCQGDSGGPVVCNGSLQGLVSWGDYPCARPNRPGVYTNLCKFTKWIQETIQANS
FXIa inh: factor XIa (human) inhibition. purified FXIa, Boc-Glu-Ala-Arg-AMC fluorogenic substrate. 220,000 compounds, 0.14% hits. inhibition, % at 5 µM. AID 798. P03951;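 active = inhibition of at least 40%; inactive = inhibition below 40%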;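 also: fluorescence of freed AMC excited at 355 nm; 0% = enzyme without compound and 100% = no enzyme blank; many of its hits are not listed in these tables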
Wee1 degr inh: blocks degradation of human Wee1 kinase; P30291; HeLa Luc-Wee1K328M stability, luciferase luminescence; 100% = proteasome inhibitor MG132 effect; reporter increase, % at 5 µM; 220,000 compounds, 1.2% hits;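 active = activation above the mean of all tested compounds plus 3 SD, set per screening run, cut at about 8.8% in these data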;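 also: cells exposed to compound for 20 h before luminescence read; 0% = DMSO alone and 100% = MG132 at 30 µM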
An asterisk follows results filed as active; [ ] = remark or other dose.

Screening C/C(N)=C(/C#N)C(=O)CSc1nc2cc(Cl)ccc2c(=O)n1Cc1ccco1 returned PERK inh -0.1, FXIIa inh 7, thrombin 1536 -2, p97 inhibitor 4, Furin inh -22, hK5 inh -22, FXIa inh -2 and Wee1 degr inh 1.
Screening Cc1c(O)c(S(=O)c2ccccc2)c(=O)n(-c2ccccc2)c1-c1ccccc1 (centres undefined) returned PERK inh 0.2, FXIIa inh 10, thrombin 1536 0, p97 inhibitor 9, Furin inh -26, Cl transport mod -0.62, hK5 inh -8, FXIa inh 5 and Wee1 degr inh -1.
Cc1cccn2c(=O)c3cc(C#N)c(=N)n(CCCN4CCOCC4)c3nc12 was read as PERK inh 0.5, p97 inhibitor 1, Furin inh -58[20 µM], Cl transport mod 0.015 and Wee1 degr inh -2.
For O=C(NCc1ccccc1)C(c1cccnc1)N(Cc1ccco1)C(=O)c1ccccn1 (centres undefined) the results were PERK inh -0.5, FXIIa inh 11, thrombin 1536 1, p97 inhibitor 6, Furin inh -28, Cl transport mod -0.0011, hK5 inh -17, FXIa inh 1 and Wee1 degr inh -5.
For COc1ccccc1OCC(=O)NCCNC(=O)COc1ccccc1OC the results were PERK inh 0.4, FXIIa inh 6, thrombin 1536 0, p97 inhibitor -2, Furin inh -39, Cl transport mod -0.049, hK5 inh -1, FXIa inh 3 and Wee1 degr inh 1.
COc1ccc(C2C3=C(CC(C)(C)CC3=O)Oc3ncn(CCCn4ccnc4)c(=N)c32)cc1 (centres undefined) was read as PERK inh -1.0, FXIIa inh 7, thrombin 1536 0, p97 inhibitor -2, Furin inh -18, Cl transport mod 0.31, hK5 inh -2, FXIa inh -5 and Wee1 degr inh -1.
CCOc1ccc2nc(NS(C)(=O)=O)sc2c1 was read as PERK inh -0.2, FXIIa inh 8, thrombin 1536 0, p97 inhibitor 2, Furin inh -13[20 µM], Cl transport mod -0.22, hK5 inh -4, FXIa inh 0 and Wee1 degr inh 0.
Screening CSc1ccccc1C(=O)NC1CCCC1 returned PERK inh 1.0, FXIIa inh 15, thrombin 1536 -8, p97 inhibitor 6, Furin inh -16[20 µM], hK5 inh -5, FXIa inh 3 and Wee1 degr inh 8.9*.
Screening CC1(C)Cc2c(sc3[nH]c(=S)[nH]c(=O)c23)CO1 returned PERK inh 0.6, FXIIa inh 4, thrombin 1536 -8, p97 inhibitor 5, Furin inh -4, Cl transport mod 0.083, hK5 inh -6, FXIa inh -5 and Wee1 degr inh -2.
Screening Cc1ccc(N/C=C/C(=O)c2cccs2)cc1C returned PERK inh -0.5, FXIIa inh 7, thrombin 1536 1, p97 inhibitor -1, Furin inh -13, Cl transport mod 0.28, hK5 inh 3, FXIa inh 2 and Wee1 degr inh 2.
CCCCN(Cc1ccco1)C(=O)c1cc2c(=O)[nH]c3ccc(C)cc3c2s1 was read as PERK inh -0.7, FXIIa inh 10, thrombin 1536 1, p97 inhibitor 0, Furin inh -19, hK5 inh -6, FXIa inh 0 and Wee1 degr inh 1.
Screening COc1cc(NC(=O)CCC(=O)O)nc(OC)n1 returned PERK inh 0.5, FXIIa inh 21, thrombin 1536 26, p97 inhibitor 2, Furin inh 0[20 µM], Cl transport mod 0.86, hK5 inh 34, FXIa inh 10 and Wee1 degr inh 0.
Screening Cc1nn(-c2nnc(NCc3ccccc3)nn2)c(C)c1Br returned PERK inh -0.4, FXIIa inh 5, thrombin 1536 -6, p97 inhibitor -1, Furin inh -11, Cl transport mod 0.4, hK5 inh -14, FXIa inh 2 and Wee1 degr inh 2.
For CC(=O)Nc1ccc(NC(=O)Oc2ccccc2)cc1 the results were PERK inh 1.9, FXIIa inh 16, thrombin 1536 -6, p97 inhibitor 3, Furin inh -11, Cl transport mod 0.038, hK5 inh -1, FXIa inh 1 and Wee1 degr inh 1.
For Cc1cccc(NC(=S)N(CCN(C)C)Cc2cccs2)c1 the results were PERK inh 0.6, FXIIa inh 12, thrombin 1536 2, p97 inhibitor 0, Furin inh -20, Cl transport mod 0.79, hK5 inh 2, FXIa inh -3 and Wee1 degr inh 1.
Screening O=C(CN1C(=O)C2CC=CCC2C1=O)Nc1nccs1 (centres undefined) returned FXIIa inh 13, thrombin 1536 1, hK5 inh -2 and FXIa inh 11.
Screening CCC(=O)Nc1nonc1-c1nc2ccccc2n1CC(C)C returned PERK inh -0.2, FXIIa inh 14, thrombin 1536 1, p97 inhibitor 0, Furin inh -25, Cl transport mod -0.92, hK5 inh -9, FXIa inh 2 and Wee1 degr inh 3.
For O=C(CCSCCc1ccccn1)Nc1ccc(Cl)cn1 the results were PERK inh -0.1, FXIIa inh 13, thrombin 1536 4, p97 inhibitor -3, Furin inh -9[20 µM], Cl transport mod -1.6, hK5 inh -4, FXIa inh 2 and Wee1 degr inh -1.
Screening O=C(NCc1ccco1)C(=O)c1cn(CC(=O)N2CCCC2)c2ccccc12 returned PERK inh 0.2, FXIIa inh 10, thrombin 1536 -4, p97 inhibitor 9, Furin inh -19, Cl transport mod 0.97, hK5 inh 3, FXIa inh -2 and Wee1 degr inh -2.
For Cc1ccc(S(=O)(=O)N2CCOCC2)cc1C(=O)NCc1ccc(F)cc1 the results were PERK inh -0.6, FXIIa inh 4, thrombin 1536 2, p97 inhibitor -1, Furin inh -25, Cl transport mod -0.95, hK5 inh 6, FXIa inh 1 and Wee1 degr inh -1.
O=C(NN1CCN(Cc2ccccc2Cl)CC1)c1ccc(Cl)cc1 was read as PERK inh 0.7, FXIIa inh 9, thrombin 1536 -3, p97 inhibitor 7, Furin inh -27, Cl transport mod -0.23, hK5 inh -15, FXIa inh 7 and Wee1 degr inh 1.
COC(=O)c1cc(NC(=O)c2c(-c3c(Cl)cccc3Cl)noc2C)ccc1N1CCOCC1 was read as PERK inh -1.9, FXIIa inh 8, thrombin 1536 3, p97 inhibitor 6, Furin inh -10, Cl transport mod -0.13, hK5 inh 6, FXIa inh 7 and Wee1 degr inh 1.
For CSc1ncccc1C(=O)NC(C)C1CC2CCC1C2 (centres undefined) the results were PERK inh 0.1, FXIIa inh 2, thrombin 1536 4, p97 inhibitor 1, Furin inh -17, Cl transport mod -1.1, hK5 inh 1, FXIa inh -3 and Wee1 degr inh -1.
For c1ccc2[nH]c(NCc3ccc4c(c3)OCO4)nc2c1 the results were PERK inh 0.3, FXIIa inh 10, thrombin 1536 -4, p97 inhibitor 4, Furin inh -29, hK5 inh 5, FXIa inh 0 and Wee1 degr inh 1.
`COC(=O)N1[C@H](Cc2ccccc2)C=C[C@]1(C)C(=O)NCc1ccccn1` gave PERK inh -0.3, FXIIa inh 9, thrombin 1536 -1, p97 inhibitor 2, Furin inh -5, Cl transport mod 1.2, hK5 inh -12, FXIa inh -4 and Wee1 degr inh 3.
Screening O=C(NNC(=O)[C@H]1CC=CC[C@H]1C(=O)O)c1ccc(Cl)cc1Cl returned PERK inh 0.6, FXIIa inh 5, thrombin 1536 -2, p97 inhibitor 0, Furin inh -26, hK5 inh 12, FXIa inh 3 and Wee1 degr inh -4.
`O=C(CN1CCOCC1)Nc1cccc(C(=O)Nc2cccc(C(F)(F)F)c2)c1` gave PERK inh -0.6, FXIIa inh 15, thrombin 1536 -6, p97 inhibitor 0, Furin inh -9[20 µM], Cl transport mod -0.11, hK5 inh -4, FXIa inh 3 and Wee1 degr inh -1.
`Cc1ccc(NC(=O)CN2C(=O)C3CCCCN3C(=O)c3ccccc32)cc1` (centres undefined) gave PERK inh -0.9, FXIIa inh 9, thrombin 1536 -5, p97 inhibitor 4, Furin inh -15[20 µM], hK5 inh 31, FXIa inh -2 and Wee1 degr inh 0.
`CC(NCC1COc2ccccc2O1)C(=O)NCc1ccccc1` (centres undefined) gave PERK inh 0.0, FXIIa inh 4, thrombin 1536 10, p97 inhibitor 2, Furin inh -28, Cl transport mod -0.023, hK5 inh -1, FXIa inh -5 and Wee1 degr inh -1.
`Cc1ccc(N(CC(=O)NC2CC3CCC2C3)S(C)(=O)=O)cc1C` (centres undefined) gave PERK inh 0.6, FXIIa inh 15, thrombin 1536 6, p97 inhibitor -4, Furin inh -3, Cl transport mod 0.93, hK5 inh -8, FXIa inh 4 and Wee1 degr inh 2.
Screening CCc1ccc(CNC(=O)CN2C(=O)COc3ccccc32)cc1 returned PERK inh 0.6, FXIIa inh 4, thrombin 1536 -5, p97 inhibitor 5, Furin inh -25, Cl transport mod -0.21, hK5 inh 2, FXIa inh -5 and Wee1 degr inh -2.
`O=S(=O)(c1ccc(-c2ccccn2)s1)N1CCC2(CC1)OCCO2` gave PERK inh -0.2, FXIIa inh 6, thrombin 1536 -4, p97 inhibitor 4, Furin inh -22, Cl transport mod -0.12, hK5 inh 1, FXIa inh 2 and Wee1 degr inh -1.
`COc1ccc(S(=O)(=O)NC(C)CCc2ccccc2)cc1` (centres undefined) gave PERK inh 0.8, FXIIa inh 10, thrombin 1536 -4, p97 inhibitor 3, Furin inh -16, Cl transport mod -0.14, hK5 inh -1, FXIa inh -2 and Wee1 degr inh 2.
CCCCc1nc(SCCOC)c2c(=O)n(C)c(=O)n(C)c2n1 was read as PERK inh 0.7, FXIIa inh 3, thrombin 1536 -8, p97 inhibitor 2, Furin inh -20, Cl transport mod -0.99, hK5 inh -9, FXIa inh 4 and Wee1 degr inh 1.
`Cc1c(NC(=O)c2ccc3c(c2)OCO3)cccc1-c1nc2ncccc2o1` gave PERK inh -1.2, FXIIa inh -5, thrombin 1536 3, p97 inhibitor -2, Furin inh -9, Cl transport mod 0.067, hK5 inh -11, FXIa inh -8 and Wee1 degr inh -1.
`Cc1nc(NC(=O)/C=C/c2ccccc2)sc1C(=O)Nc1ccccc1` gave PERK inh 0.3, FXIIa inh 5, thrombin 1536 -4, p97 inhibitor -1, Furin inh -18[20 µM], hK5 inh -11, FXIa inh 0 and Wee1 degr inh -1.
Screening CC1CC(C)CN(C(=O)c2cccc(S(=O)(=O)Nc3cc(C(F)(F)F)ccc3Cl)c2)C1 (centres undefined) returned PERK inh 1.9, FXIIa inh 18, thrombin 1536 2, p97 inhibitor 0, Furin inh -1, Cl transport mod 2, hK5 inh -7, FXIa inh 11 and Wee1 degr inh 0.

Taken from above, 4 compounds:
`COC(=O)N1[C@H](Cc2ccccc2)C=C[C@]1(C)C(=O)NCc1ccccn1` gave PERK inh -0.3, FXIIa inh 9, thrombin 1536 -1, p97 inhibitor 2, Furin inh -5, Cl transport mod 1.2, hK5 inh -12, FXIa inh -4 and Wee1 degr inh 3.
Screening O=C(NNC(=O)[C@H]1CC=CC[C@H]1C(=O)O)c1ccc(Cl)cc1Cl returned PERK inh 0.6, FXIIa inh 5, thrombin 1536 -2, p97 inhibitor 0, Furin inh -26, hK5 inh 12, FXIa inh 3 and Wee1 degr inh -4.
`O=C(CN1CCOCC1)Nc1cccc(C(=O)Nc2cccc(C(F)(F)F)c2)c1` gave PERK inh -0.6, FXIIa inh 15, thrombin 1536 -6, p97 inhibitor 0, Furin inh -9[20 µM], Cl transport mod -0.11, hK5 inh -4, FXIa inh 3 and Wee1 degr inh -1.
`Cc1ccc(NC(=O)CN2C(=O)C3CCCCN3C(=O)c3ccccc32)cc1` (centres undefined) gave PERK inh -0.9, FXIIa inh 9, thrombin 1536 -5, p97 inhibitor 4, Furin inh -15[20 µM], hK5 inh 31, FXIa inh -2 and Wee1 degr inh 0.
